OX1R antag-1 – antagonists of human orexin 1 receptor (OX1R) | O43613 | OX1R-expressing cells, FRET antagonist read-out | inhibition, % at 6.6 µM | 1.8% of 330,000 active | AID 485270; in the data active = inhibition mostly above about 38%, no sharp cut-off; inactive = mostly below about 40%;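 note: 0% = agonist challenge alone and 100% = reference antagonist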
Target sequence (O43613 whole entry, looked up): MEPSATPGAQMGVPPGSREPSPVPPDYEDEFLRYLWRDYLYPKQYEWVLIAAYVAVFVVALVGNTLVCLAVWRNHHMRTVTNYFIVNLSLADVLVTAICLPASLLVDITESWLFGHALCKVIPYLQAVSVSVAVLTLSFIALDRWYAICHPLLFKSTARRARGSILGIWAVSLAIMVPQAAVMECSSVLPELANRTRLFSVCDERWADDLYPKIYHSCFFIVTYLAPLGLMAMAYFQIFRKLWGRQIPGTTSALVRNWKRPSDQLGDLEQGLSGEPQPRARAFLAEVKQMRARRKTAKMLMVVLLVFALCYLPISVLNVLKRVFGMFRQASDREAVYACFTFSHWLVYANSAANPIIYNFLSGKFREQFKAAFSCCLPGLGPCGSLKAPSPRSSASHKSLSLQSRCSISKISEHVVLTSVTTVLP
OX1R antag-2 – blocks the human orexin 1 receptor | O43613 | CHO/OX1R cells, Fluo-8 calcium fluorescence, orexin A | inhibition, % at 5 µM | 0.43% of 330,000 active | AID 434989;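 active = inhibition above its plate's threshold, mean inhibition of all tested compounds on the plate plus 3 SD, cut at about 37% in these data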;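 note: 0% = orexin A challenge wells and 100% = SB-334867-A antagonist wells; not every result past the cut was called active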
STK33 kinase inh – inhibitors of human STK33 kinase. Q9BYT3. purified STK33, MBP phosphorylation, ADP-Glo luminescence. inhibition, % at 10 µM. 0.073% of 320,000 active;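 active = inhibition at or above 25%, using the most active replicate where run in duplicate; inactive = inhibition below 25%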
Target sequence (Q9BYT3 whole entry, looked up): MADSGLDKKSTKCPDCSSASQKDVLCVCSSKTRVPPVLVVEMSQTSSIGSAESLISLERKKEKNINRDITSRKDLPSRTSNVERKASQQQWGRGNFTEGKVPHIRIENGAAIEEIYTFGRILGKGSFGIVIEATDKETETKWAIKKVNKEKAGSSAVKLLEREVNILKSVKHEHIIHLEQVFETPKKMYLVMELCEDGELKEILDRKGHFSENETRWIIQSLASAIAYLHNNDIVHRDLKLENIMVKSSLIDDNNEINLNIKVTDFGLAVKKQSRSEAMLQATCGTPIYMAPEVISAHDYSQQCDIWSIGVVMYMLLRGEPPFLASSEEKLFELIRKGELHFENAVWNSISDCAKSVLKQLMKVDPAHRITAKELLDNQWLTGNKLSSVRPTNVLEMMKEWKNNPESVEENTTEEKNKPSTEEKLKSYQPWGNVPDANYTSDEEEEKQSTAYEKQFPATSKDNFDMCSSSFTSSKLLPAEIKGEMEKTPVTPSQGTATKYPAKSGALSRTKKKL
* marks the source's active call; other numbers are inactive results.

SMILES	OX1R antag-1	OX1R antag-2	STK33 kinase inh
COc1cc(/C=N/NC(=O)c2cc(-c3cccc(OC(C)C)c3)nc3ccccc23)ccc1O	12	-36	-2.5
CCOC(=O)C(C(=O)OCC)C(Nc1cccc(Br)c1)c1ccccc1 (stereo not given)	8	-18	0.3
O=C(N/N=C/C(Cl)=C\c1ccccc1)c1ccco1	40	-1	-0.4
CCOc1ccc(NC(=O)CN(C)C(=O)c2ccccc2OCc2c(C)noc2C)cc1OCC	13	-20	-0.5
CC(C)(C)c1cc(CCC(=O)NCc2ccncc2)cc(C(C)(C)C)c1O	9	-16	-1.2
CC1=C(C(=O)Nc2cc(C)ccc2C)C(c2cccs2)NC(=S)N1 (stereo not given)	16	-14	-0.8
Cc1ccc(S(=O)(=O)N2CCC(=O)N(C(COCc3cccc(Cl)c3)C(C)C)CC2)cc1 (stereo not given)	8	-32	2.6
CC1=C(C(=O)OCc2ccccc2)C(c2cccc([N+](=O)[O-])c2)NC(=O)N1C (stereo not given)	0	-39	-0.8
CC1=CC(=O)C=CC1(C)C(Cl)(Cl)Cl (stereo not given)	21	-8	-1.6
Cc1ccc(NC(=O)CN(C)S(=O)(=O)c2ccc3c(c2)c(=O)n(C)c(=O)n3C)cc1	8	-10	-1.0
Cc1ccc(S(=O)(=O)Nc2ccc3c(c2)ncn3C(C)(C)C)cc1	-1	-18	-0.4
Cc1nc(-c2ccc(F)cc2)c(CC(=O)Nc2cc(S(=O)(=O)N3CCCCC3)ccc2C)s1	20	-18	-3.6
COC(=O)c1cc(Br)c(=O)n(-c2ccc(F)cc2)c1	17	-16	-0.2
O=C(c1cccnc1)N1N=C(C2CCCCC2)CC1(O)C(F)(F)F (stereo not given)	22	-12	-0.1
O=C(CN1CCN(S(=O)(=O)c2ccccc2)CC1)NC(=O)NCc1ccco1	6	-16	-0.3
Cc1cccc(OCC(=O)N(Cc2ccc(N(C)C)cc2)C2CCS(=O)(=O)C2)c1 (stereo not given)	-1	-30	1.3
Cc1ccc(OCC(=O)NCCNC(=O)c2cnccn2)cc1	5	-2	-2.0
O=C(CCNC(=O)c1ccccc1Cl)Nc1nnc(C2CC2)s1	3	-21	0.1
COc1ccccc1S(=O)(=O)Cc1ccc(C(=O)NCCCN2CCN(c3ccc(F)cc3)CC2)o1	5	-36	-1.9
CC(C)(C)c1nnc2sc(SCC(=O)c3ccccc3)nn2c1=O	23	-14	0.3
O=C(NCc1ccc(F)cc1)C1CCCN(S(=O)(=O)c2ccc(Br)s2)C1 (stereo not given)	10	-25	0.0
CCn1nnnc1SCC(=O)c1cc(OC)ccc1OC	12	-23	0.2
CCN(Cc1ccccc1)C(=O)C(=O)c1cn(CC(=O)N2CCCC2)c2ccccc12	22	-17	-1.0
C[C@H](NC(=O)c1ccc2ccccc2c1)C(=O)N1CCC2(CC1)NCCc1[nH]cnc12	-1	2	-0.7
COCCN1Cc2cccc(C(=O)Nc3cccc(C)c3C)c2C1=O	16	-33	-0.5
CC(c1ccco1)N(C(=O)COc1ccccc1[N+](=O)[O-])c1ccccn1 (stereo not given)	7	-10	1.1
CCOC(=O)c1[nH]c2ccc(OC)cc2c1NS(=O)(=O)c1ccc(Cl)s1	26	-12	0.0
Cc1nc(NNC(=O)c2ccc([N+](=O)[O-])cc2)cc(-c2ccccc2)n1	9	-20	-1.3
O=C1/C(=C/c2ccco2)SC(=S)N1CCC(=O)N1CCCCC1CCO (stereo not given)	11	6	0.0
COc1ccc(OC)c(Nc2nc3nonc3nc2N2CCCC(C)C2)c1 (stereo not given)	4	-28	-2.2
CC1CCCCC1NC(=O)CN1C(=O)NC(C)(c2cc(F)ccc2F)C1=O (stereo not given)	7	-16	-0.5
CCCCOc1ccc(CSc2nnc(C)n2N)cc1[N+](=O)[O-]	17	-9	-2.4
c1ccc(-c2nc3c4ccccc4ccn3c2CN2CCCCC2)cc1	9	-22	-0.9
COc1ccc(NC(=O)C2CC(=O)n3ncnc3N2)cc1 (stereo not given)	13	2	0.1
CCN(CC(=O)Nc1ccc(NC(C)=O)cc1)C(=O)c1ccc2c(c1)S(=O)(=O)N=C1CCCCCN12	8	-2	-1.6
O=C(c1ccc(S(=O)(=O)N2CCCCCC2)cc1)N1CCN(c2ccccn2)CC1	1	-21	-0.6
O=C(Nc1nnc(Cc2ccc(Cl)cc2)s1)c1cccnc1	13	-7	-1.5
CCc1cc(=O)oc2c(C)c(OC(C)C(=O)NCCCn3ccnc3)ccc12 (stereo not given)	5	-13	-1.2
O=C(NN1CCOCC1)C12CC3CC(CC(C3)C1)C2	15	-15	0.0
COc1ccc2cc(C(N)=O)/c(=N\NC(=O)c3ccccc3)oc2c1	22	-24	2.1
CC(Oc1ccccc1F)c1nnc(SCC(=O)c2c(N)n(C3CC3)c(=O)[nH]c2=O)o1 (stereo not given)	3	-12	-1.6
C=C(C)Cc1c(C)nc(-c2ccccc2)[nH]c1=O	11	-7	-1.1
Cc1ccc(S(=O)(=O)NC(CC(C)C)C(=O)Oc2ccc3c4c(c(=O)oc3c2)CCC4)cc1 (stereo not given)	15	-18	-0.3
COc1ccc(C(=O)OCCNC(=O)c2c(Cl)nc3ccccn23)cc1	20	-40	-1.1
CCc1ccc2c(c1)C1(SC(NC(C)=O)=NN1C(C)=O)C(=O)N2C(C)C (stereo not given)	13	-8	-0.6
O=S(=O)(c1ccc(=S)[nH]c1)N1CCCCC1	-6	-16	-0.8
COc1ccc(Cc2nnc(SCC(=O)c3ccccc3)o2)cc1	13	-27	-2.2
N#C/C(=C\C=C\c1ccccc1[N+](=O)[O-])c1nc(-c2ccc3c(c2)OCO3)cs1	9	-1	-2.3
O=[N+]([O-])c1cccc(-c2ccc3nnc(SCc4ccccn4)n3n2)c1	77*	-18	0.2
Cn1c(N)c(C(=O)COC(=O)C2(c3ccc(Cl)cc3)CCCC2)c(=O)n(C)c1=O	5	-25	-0.5
(further entries)
SMILES	OX1R antag-1	OX1R antag-2	STK33 kinase inh
CCCCC1=CC2=CC(=O)C(C)(OC(=O)CCc3ccccc3)C(=O)C2=CO1 (stereo not given)	23	-15	2.4
O=S(=O)(c1ccccc1)N1CCN=C1SCc1ccc(Cl)cc1	27	-13	-1.0
COc1ccc(C(=O)COC(=O)c2ccc(Cl)nc2)c(OC)c1	25	-30	-1.8
COc1cc(/C=C2\SC(N3CCCCC3)=NC2=O)cc(OC)c1OC	24	-13	-0.3
CCOc1ccc(OCCOCCOc2c(Cl)cccc2Cl)cc1	4	-10	0.9
CCOc1ccc(C2CC(=O)NC(SCC(=O)OC)=C2C#N)cc1 (stereo not given)	14	-15	-0.5
CC(C)(C)c1ccc(-c2nc3cc(N)ccc3o2)cc1	10	4	-0.6
c1cn(CCCNc2ncnc3sc4c(c23)CCC4)cn1	19	-14	1.0
CC(C)c1ccc(NC(=O)Cn2c(=O)oc3cccnc32)cc1	1	-9	0.8
CC(C)N(C(=O)Cn1cc(SCC(=O)N2CCCC2)c2ccccc21)C(C)C	8	-11	-1.2
Cc1cccc(C)c1NC(=O)CNC(=O)c1ccc2ccccc2n1	5	5	-1.2
CC(=O)Nc1ccc(S(=O)(=O)Oc2cccc(/C=N/N=C3/NC(=O)C(CC(=O)O)S3)c2)cc1 (stereo not given)	20	-12	-0.6
COc1ccc(CCN=C(N)NS(=O)(=O)c2ccc(OC)c(OC)c2)cc1OC	20	-12	-1.4
O=C(CNC1CCCC1)Nc1cc(Cl)ccc1[N+](=O)[O-]	24	-28	-1.5
COc1ccc(CCNC(=O)c2nnn(CC(=O)Nc3cccc(F)c3)c2N)cc1OC	7	-12	-2.1
Cc1ccc(N(CCC#N)C(=O)CSc2nc3ccccc3c(=O)[nH]2)cc1	13	-23	4.7
Cc1csc2nc(CNC(=O)c3cccc(C(F)(F)F)c3)cn12	10	-18	-0.2
N#C/C(=C\c1cn[nH]c1-c1ccccc1)C(=O)NC1CCCCCC1	21	-16	0.0
CC(=O)c1sc2nc(-c3ccc(C)cc3)c3c(c2c1N)CCCC3	30	-35	0.5
O=C(Nc1ccc(O)c(-c2nc3ccccc3s2)c1)c1cccs1	57	-1	-0.2
COc1cc(C(=O)NCc2cc(C)nc3ccccc23)cc(OC)c1OC	19	-18	1.8
CC(=O)Nc1ccc(S(=O)(=O)N2CCN=C2SCc2cccc(C)c2)cc1	42	-8	0.2
Cc1occc1C(=O)NN1C(=O)C2C3CCC(O3)C2C1=O (stereo not given)	11	-2	0.4
NC(=O)CC(NC(=O)c1ccc(Br)cc1)c1ccc(NC2CCCCC2)c([N+](=O)[O-])c1 (stereo not given)	3	-19	-0.7
COC(=O)C1=C(C)NC(C)=C(C(=O)OC)C1C(=O)OCC(=O)c1ccc(Br)cc1	3	-17	-0.5
Clc1ccc(-c2ccc(C=Nc3ccc(N4CCOCC4)cc3)o2)cc1	32	-9	-1.3
CCN(CCNS(=O)(=O)c1ccc2c(c1)oc(=O)n2C)c1ccccc1	13	-25	-1.1
COc1cc(C(=O)NCC(=O)OCC(=O)N2CCc3ccccc32)cc(OC)c1OC	14	-15	-3.1
CC12CN3CC(C)(CN(C1)C3c1c[nH]c3ccccc13)C2=O (stereo not given)	12	0	0.1
CCCCC(=O)Nc1c(-c2ccc(OC)c(OC)c2)c(=O)c2ccccc2n1C	6	-15	0.1
COc1ccc(C(=O)NCC(C)NC(=O)c2ccc(OC)cc2)cc1 (stereo not given)	-1	-28	-3.8
O=C(COC(=O)c1ccccc1F)Nc1ccc(S(=O)(=O)N2CCOCC2)cc1	14	-15	-0.7
O=C1NC2(CCCCO2)CO1 (stereo not given)	18	0	-1.4
O=c1cc(-c2ccccc2)nc2nc(CCc3ccccc3)[nH]n12	35	-14	5.3
O=S(=O)(c1cnc(Cl)c(Cl)c1)N1CCc2ccccc21	4	-17	-3.0
Cc1ccc(S(=O)(=O)N/N=c2\sc3ccccc3n2C)cc1	0	-4	-2.8
COc1cccc(CN2CC(C(=O)NCCCn3cccn3)CCC2=O)c1 (stereo not given)	14	-14	1.5
Cc1c(C(=O)N2CCCc3ccccc32)oc2ccccc12	21	-10	-0.3
COc1ccc(C(=O)Nc2cnc3ccccn3c2=O)cc1	34	-6	0.2
COc1ccc(C(=O)N2CCNC(=O)C2CC(=O)Nc2ccc(C)cc2)cc1 (stereo not given)	3	-11	0.1
CN1CCN(S(=O)(=O)c2ccc(NC(=O)c3ccccc3Cl)cc2)CC1	7	-9	-1.2
Cc1ccc2c(c1)N1C(=O)c3ccccc3C1C1=C(CC(C)(C)CC1=O)N2 (stereo not given)	22	-36	6.6
O=C(Nc1cccc2cccnc12)c1ccc(Br)cc1Br	7	-24	-0.3
CC(=O)C[C@H](O)CC(=O)[C@@H]1OC(=O)[C@@H](C)C/C=C\Cc2ccccc21	1	-24	-0.1
CNC(=O)c1cc(S(=O)(=O)N(C)C)ccc1Cl	6	-6	-0.8
CC(NC(=O)c1ccco1)C(=O)OCc1cccc(Cl)c1 (stereo not given)	9	-3	-0.5
Oc1ccc(-c2nc3ccccc3s2)c(O)c1	13	1	1.7
COc1ccc(S(=O)(=O)N2CCOCC2)cc1N=Nc1sc(N)nc1-c1ccccc1	33	-3	-1.8
COC(=O)c1c(NC(=O)CSc2nnnn2-c2ccc3c(c2)OCO3)sc(C)c1C	8	-21	-0.8
CCc1ccc2oc(C(=O)NCC(c3ccc(OC)cc3)N3CCCCC3)c(C)c2c1 (stereo not given)	26	-43	-0.5
More structures
SMILES	OX1R antag-1	OX1R antag-2	STK33 kinase inh
COc1ccc(/C=N\NC(=O)c2ccccc2Br)cc1COc1c(F)c(F)cc(F)c1F	23	-18	-0.3
COc1cccc(CCc2nnc(N)s2)c1	2	-10	0.6
Cc1cc(N(C)C)cc(C)[n+]1[O-]	10	-8	1.2
CC(=O)Nc1cc(NC(=O)CCCC(=O)O)ccc1Cl	10	-11	-2.8
O=C1/C(=C/c2cccc(Br)c2)SC(=S)N1/N=C/c1cc([N+](=O)[O-])ccc1O	19	-5	-1.3
COc1ccc(NC(=O)C(C)N2C(=O)c3ccccc3C2=O)cc1S(=O)(=O)N1CCOCC1 (stereo not given)	16	-8	-0.5

Compounds shown so far containing fluorine:
SMILES	OX1R antag-1	OX1R antag-2	STK33 kinase inh
Cc1nc(-c2ccc(F)cc2)c(CC(=O)Nc2cc(S(=O)(=O)N3CCCCC3)ccc2C)s1	20	-18	-3.6
COC(=O)c1cc(Br)c(=O)n(-c2ccc(F)cc2)c1	17	-16	-0.2
O=C(c1cccnc1)N1N=C(C2CCCCC2)CC1(O)C(F)(F)F (stereo not given)	22	-12	-0.1
COc1ccccc1S(=O)(=O)Cc1ccc(C(=O)NCCCN2CCN(c3ccc(F)cc3)CC2)o1	5	-36	-1.9
O=C(NCc1ccc(F)cc1)C1CCCN(S(=O)(=O)c2ccc(Br)s2)C1 (stereo not given)	10	-25	0.0
CC1CCCCC1NC(=O)CN1C(=O)NC(C)(c2cc(F)ccc2F)C1=O (stereo not given)	7	-16	-0.5
CC(Oc1ccccc1F)c1nnc(SCC(=O)c2c(N)n(C3CC3)c(=O)[nH]c2=O)o1 (stereo not given)	3	-12	-1.6
COc1ccc(CCNC(=O)c2nnn(CC(=O)Nc3cccc(F)c3)c2N)cc1OC	7	-12	-2.1
Cc1csc2nc(CNC(=O)c3cccc(C(F)(F)F)c3)cn12	10	-18	-0.2
O=C(COC(=O)c1ccccc1F)Nc1ccc(S(=O)(=O)N2CCOCC2)cc1	14	-15	-0.7
COc1ccc(/C=N\NC(=O)c2ccccc2Br)cc1COc1c(F)c(F)cc(F)c1F	23	-18	-0.3

Source: PubChem BioAssay
